AT treatment: potential ataxia-telangiectasia treatments restoring KAP-1 phosphorylation. […] A-T fibroblasts, KAP-1 phosphorylation AlphaLISA; neocarzinostatin DNA damage 30 min before lysis. Potency, µM (series often up to 57.5 µM), without a hit: at the highest dose activation, most hits filed as activators. actives 0.19% (n = 320,000). AID 485349; also: potency is read from the fitted curve at half-maximal effect; % of control where 0% means no effect; nearly all actives have a fitted effect of over 45% in size
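hTERT-immortalized A-T patient fibroblasts ([…]), 500 cells/well in OPTI-MEM, 1% FBS, got compounds for 60 min, then NCS for 30 min at 37C. Lysates were then assayed for phospho-KAP-1 by AlphaLISA (anti-pKAP1 donor, anti-KAP1 acceptor beads), 6 hr at 25C.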
Giardia kill: Giardia lamblia killing; Giardia lamblia trophozoite viability; activity change, % at 7.66 µM, hits read low; actives 0.15% (n = 340,000); AID 540267; in the data active = activity change below about -80%; inconclusive = between about -30% and that limit;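 also: parasites exposed to compound for two days anaerobically before the ATP read; % is scaled to controls: 0 for no effect and ±100 for the full control effect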
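Each well holds 100 Giardia trophozoites and compound. After two days (48 hrs) at 37 deg C in anaerobic conditions, ATP is quantified by luminescence.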
Coupling enz: counter-screen for Giardia aldolase inhibitors: coupling enzyme system | AID 2472 | activity change, negative = inhibition, % at 58.2 µM, hits read low | coupling enzyme system counterscreen, AmpLite Red fluorescence | actives 0.67% (n = 290,000); in the data active = activity change below about -30%; also: % is scaled to controls: 0 for no effect and ±100 for the full control effect
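First, compound is pin-transferred into glyceraldehyde-3-phosphate coupling-enzyme reagent at 57.5 uM final and held 10 min at RT. Next, substrate, coupling system and AmpLite Red are added. After 20 min RT, fluorescence (525/598 nm) is read.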
GALK inhibitor: galactokinase (human) inhibition; P51570; Purified GALK, Kinase-Glo residual ATP luminescence; Potency, µM (titrated, usually from 57.5 µM), inactives show at the highest dose activity change, negative = inhibition, hits mostly inhibitors; actives 0.007% (n = 270,000); also: potency is read from the fitted curve at half-maximal effect; % is scaled to controls: 0 for no effect and ±100 for the full control effect
Target sequence (P51570 whole entry, looked up): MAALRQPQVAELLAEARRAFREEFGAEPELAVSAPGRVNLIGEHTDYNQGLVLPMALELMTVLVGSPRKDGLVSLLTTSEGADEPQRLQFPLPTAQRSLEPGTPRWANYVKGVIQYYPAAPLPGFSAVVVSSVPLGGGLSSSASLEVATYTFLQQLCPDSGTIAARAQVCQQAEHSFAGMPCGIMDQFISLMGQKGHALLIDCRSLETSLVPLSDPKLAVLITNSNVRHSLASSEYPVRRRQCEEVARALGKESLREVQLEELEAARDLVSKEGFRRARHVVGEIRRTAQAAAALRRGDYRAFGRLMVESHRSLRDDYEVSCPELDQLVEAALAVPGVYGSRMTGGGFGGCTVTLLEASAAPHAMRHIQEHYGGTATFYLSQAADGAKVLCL
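Quantitative HTS: GALK 5 nM, ATP 35 uM, galactose 100 uM, 1 h room temperature, then luciferase-based ATP detection.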
TSHR antag: blocks TSH signaling through the human TSH receptor; AID 504810; P16473; activity change, negative = inhibition, % at 11.5 µM; TSHR-expressing cells, TSH-stimulated cAMP HTRF, 2 h; active compounds read low; actives 0.2% (n = 330,000);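 active = activity change below a set negative limit, meaning inhibition stronger than a set level, cut at about -70% in these data; inconclusive = activity change between two set negative limits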; also: % is scaled to controls: 0 for no effect and ±100 for the full control effect
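Competitive HTRF cAMP read-out (cryptate anti-cAMP antibody, cAMP-d2; 30 min, room temperature) in freshly harvested TSHR cells. Compounds added before TSH at EC80 (4nM final), followed by 2 hours' incubation at 37 deg C.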
CXXC DNA block: MLL CXXC-DNA interaction inhibition; Q03164; MLL-CXXC / FITC-HOXA9 DNA fluorescence polarization; Potency, µM (top dose mostly 115 µM), inactives show at the top dose activity change, negative = inhibition, usual class: inhibitors; actives 0.037% (n = 290,000); AID 2662; active = well fitted inhibition curve with a large enough effect in the polarisation, with a control signal flat, not every such curve was filed as active; inconclusive = small, poorly fitted or top-dose-only effect, or effect the other way, or a change in a side signal; inactive = no such curve, though single readings can be large or run the other way; the % refers to the polarisation; also: potency is read from the fitted curve at half-maximal effect
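Purified MLL-CXXC (added from a 7 uM solution) was preincubated 5 min at ambient with pinned compounds in 50 mM Tris-HCl pH 7.5, 50 mM NaCl, 1 mM DTT, 0.05% BSA. Fluorescein-labeled HOX-A9 DNA (50 nM solution) followed, 30 min, then polarization read.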
hERG WT inh: blocks the wildtype human KCNH2 potassium channel; actives 0.37% (n = 340,000); U2OS, BacMam KCNH2, thallium flux FluxOr; active compounds read low; activity change, % at 1.84 µM; Q12809;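 active = maximum activity change below -70%; inconclusive = maximum activity change between -70% and -50%; inactive = maximum activity change above -50%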; also: % is scaled to controls: 0 for no effect and ±100 for the full control effect
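U2OS cells were transduced with wild-type KCNH2 virus (2.03 x 10^8 / mL) for 4 h at room temperature, then cultured overnight at 37 C. Thallium flux was read with FluxOr dye. Rate constants were normalized to DMSO controls.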
Tb PFK inh: T. brucei PFK enzyme inhibition | O15648 | T. brucei PFK, ADP-Glo luminescence | Potency, µM (series often up to 57.5 µM), for inactives: top-dose activity, negative = inhibition, most hits filed as inhibitors | actives 0.17% (n = 330,000) | AID 485367;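 also: potency is read from the fitted curve at half-maximal effect; 0% = uninhibited 1x PFK enzyme wells and -100% = no-enzyme wells; nearly all actives have a fitted effect of over 60% in size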
Target sequence (O15648 whole entry, looked up): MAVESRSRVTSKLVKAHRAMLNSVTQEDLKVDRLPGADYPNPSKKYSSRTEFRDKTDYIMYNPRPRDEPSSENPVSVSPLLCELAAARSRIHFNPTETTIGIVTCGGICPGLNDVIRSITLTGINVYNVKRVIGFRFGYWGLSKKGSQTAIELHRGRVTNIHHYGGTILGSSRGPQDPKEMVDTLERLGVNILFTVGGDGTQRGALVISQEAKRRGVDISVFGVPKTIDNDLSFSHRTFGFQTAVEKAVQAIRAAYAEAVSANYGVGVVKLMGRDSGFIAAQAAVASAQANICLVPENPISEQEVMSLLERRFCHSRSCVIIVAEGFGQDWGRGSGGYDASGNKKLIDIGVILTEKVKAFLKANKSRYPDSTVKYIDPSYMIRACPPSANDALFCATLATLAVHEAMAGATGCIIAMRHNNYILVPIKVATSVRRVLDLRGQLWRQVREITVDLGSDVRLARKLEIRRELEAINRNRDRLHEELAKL
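In TEA buffer at pH 8.0 with 5 mM MgCl2, enzyme (1.25 nM) converted F6P (0.5 mM) and ATP (0.1 mM) for 45 min at room temperature. ADP product was read by luciferase luminescence.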
BCR signal inh: blocks chronic active B-cell receptor signaling. ABC-DLBCL IkBa-CBG/CBR reporter, luminescence ratio, 4 h. Potency, µM (doses to about 46.1 µM), without a hit: at the highest dose ratio change, negative = lower green/red ratio, hits mostly inhibitors. actives 0.05% (n = 340,000); active = well fitted inhibition curve with a large enough effect in the signal ratio, with a control signal flat, not every such curve was filed as active; inconclusive = small, poorly fitted or top-dose-only effect, or effect the other way, or a change in a side signal; the % refers to the signal ratio;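 also: potency is read from the fitted curve at half-maximal effect; plate controls were basal doxycycline-induced cells for no effect and cells given 10 µM MG132 for full effect; MG132 reads +100%, hits lower the ratio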
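Cell line TMD8 (human ABC DLBCL), stably expressing tet-inducible CBG68-IkBa fusion and CBR; IMDM/0.5% FBS; cpd up to 46 uM; dox induction, 4 h, 37C/5% CO2; dual luminescence; green/red ratio; MG132 control.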
TCR act: activators of T cell receptors; primary human leukocytes, anti-CD3, IL-2 HTRF, 48 h; Potency, µM (highest dose often 9.22 µM), inactives show at the top dose activation of IL-2 secretion, hits mostly activators; 330,000 tested, under 10 active; AID 504894; also: % of control where 0% means no effect
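TCR engagement came from a-CD3 beads alone, with compounds added to primary human leukocytes for 48 hr. Secreted IL-2 bridged europium cryptate- and d2-labelled anti-IL-2 antibodies, giving FRET emission at 665nm after 320nm excitation.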
An asterisk follows results filed as active; ? = inconclusive; / = no result given; & = joins results of further samples; [ ] = remark or other dose. Unless noted, calls follow the shape of the dose curve; as a rule, active = well fitted curve in the direction sought with a large enough effect; inconclusive = small, poorly fitted or top-dose-only effect, or another doubt; inactive = no such curve, though single readings can be large; an effect the other way counts as inactive or inconclusive.

| Structure | hERG WT inh | BCR signal inh | GALK inhibitor | Tb PFK inh | CXXC DNA block | TSHR antag | AT treatment | Coupling enz | TCR act | Giardia kill |
| --- | --- | --- | --- | --- | --- | --- | --- | --- | --- | --- |
| CCCCOC(=O)Nc1cccc(C(=O)OCC)c1 | 8 | -10% | -1% | 0% | 7% | 15 | -6% | 5 | 2% | -3 |
| CC(Cc1cccs1)NC(=O)Nc1cccc(Cl)c1 (stereo not drawn) | 0 | ? | 1% | -13% | 0% | / | / | -8 | 5% | -2 |
| COc1ccccc1C1CCN(Cc2ccc3ccccc3c2)CC1 | -209* | 2% | -5% | 0% | 5% | -11 | 0% | -1 | 1% | -1 |
| CCN(CC(=O)Nc1ccc2c(c1)OCCO2)C(=O)CSCC(=O)Nc1ccc(C)cc1 | 4 | -27% | / | -7% | / | 11 | -10% | / | -3% | -7 |
| COc1cc(C(=O)NC(=S)Nc2ccc([N+](=O)[O-])cc2)cc(OC)c1OC | 19 | -4% | 3% | -2% | 5% | -7 | 3% | 0 | 5%[46.1 µM] | -8 |
| COc1ccc(S(=O)(=O)N2CCN(CC(=O)NC3CC3)CC2)cc1 | 4 | 1% | -3% | 0% | -2% | 23 | 2% | / | 2% | 14 |
| CC1=CC(C)C(C(=O)O)C(C(=O)N2CCN(C)CC2)C1 (stereo not drawn) | -11 | ? | 5% | -2% | 3% | 14 | 1%[11.5 µM] | 8 | -2% | -13 |
| CCOC(=O)C1CCCN(Cc2nc(C3CC3)no2)C1 (stereo not drawn) | 17 | -1% | 6% | -10% | -3% | 2 | 14% | -1 | -4% | -28 |
| NC(=O)CCn1nc(-c2ccccc2)c2ccccc2c1=O | -4 | -1% | 5% | -5% | 1% | 8 | 8% | -3 | 1% | -13 |
| CC(=O)NC(=S)Nc1ccc(-c2nc3ccc(C)cc3s2)cc1 | -12 | ? | -1% | 0% | 1% | -7 | 2% | 1 | 2% | -17 |
| Cc1ccc(/C=C(\C#N)c2nn(-c3ccccc3)c(N)c2C#N)cc1 | 2 | -4% | 0% | 8% | -5% | -10 | 11% | 0 | -2% | 5 |
| COc1ccccc1NS(=O)(=O)c1cc(NC(=O)COc2ccccc2)ccc1N1CCOCC1 | 13 | ? | / | 10% | / | 20 | 14% | / | 7% | 1 |
| COCCN(C(=O)COC(=O)CCn1c(C)csc1=O)c1c(N)n(Cc2ccccc2)c(=O)[nH]c1=O | -13 | 8% | / | -3% | / | 30 | 4% | / | 23% | 10 |
| Cc1nnc(SCC(=O)Nn2cnnc2)s1 | -10 | -6% | 0% | -7% | -3% | -5 | 7% | 1 | -2% | 5 |
| CCc1c(C)nc(N)n2c(SCC(=O)Nc3ccccc3)nnc12 | -3 | 3% | -2% | -4% | 4% | -2 | 8% | 1 | 1% | -9 |
| O=C(CCC(=O)c1ccccc1)NCc1ccccc1 | -1 | -10% | / | -2% | -6% | 27 | 8% | 1 | 11% | 4 |
| CC(/C=N/Nc1ccc2nncn2n1)=C\c1ccccc1 | 1 | ? | 5% | -1% | -8% | -3 | -9% | 0 | -1% | 15 |
| O=C(O)CC(CNS(=O)(=O)c1ccccc1)c1ccccc1 (stereo not drawn) | 2 | 2% | 0% | 0% | 1% | 2 | 4% | 2 | -5% | -6 |
| CC(=O)Nc1cccc(Cn2cccn2)c1 | / | 2% | 0% | -3% | -3% | 7 | -8% | 2 | / | / |
| Cc1ccc(C)c(NC(=O)c2ccccc2NC(=O)C2CCCO2)c1 (stereo not drawn) | 34 | ? | -1% | 0% | -6% | -3 | 4% | 2 | 3% | 18 |
| C=CCNC(=O)c1ccccc1NC(=O)c1cccc2ccccc12 | 7 | ? | -4% | 0% | -5% | 2 | 5% | 0 | 1% | 10 |
| CCN(CC)C(=O)CSc1ncnc2c1cnn2-c1ccccc1 | -1 | ? | -1% | 2% | -10% | -12 | -3% | 5 | 2%[46.1 µM] | 15 |
| COc1ccc(C(=O)Nc2cccc(C)c2)cc1S(=O)(=O)N1CCOCC1 | 7 | 0% | -2% | -6% | -1% | 13 | / | 1 | -2% | -9 |
| COc1ccc(Nc2nc(C)cc(=O)[nH]2)cc1 | -5 | 19% | 0% | 12µM* | 0% | 9 | -7% | -8 | 2% | -14 |
| CCOC(=O)C1=C(Cc2ccc(OC)cc2)C(=O)c2ccccc2C1=O | -14 | ? | 2% | 20% | 1% | -30 | 28% | -56* | 9% | -14 |
| CC(=O)c1cccc(NC(=O)CSc2ccc(-c3sc(C)nc3C)nn2)c1 | -5 | 0% | -2% | 0% | 5% | -17 | 5% | / | 3% | 7 |
| O=C(Nc1ccc(Cl)cc1Cl)c1ccc2c(=O)n3c(nc2c1)CCC3 | 2 | 8% | / | 5% | / | -9 | / | / | 1% | -1 |
| O=C(NNC(=O)C1CCN(Cc2cccc(F)c2)CC1)c1cccs1 | 3 | -1% | 0% | -2% | -5% | -2 | -2% | 5 | 3% | 1 |
| Cn1c(=O)c2c(nc(Oc3ccccc3N)n2C)n(C)c1=O | -9 | ? | 2% | -4% | -3% | 1 | 3% | 2 | / | -22 |
| O=C1NC(c2ccccc2)=NC1(Nc1ccccn1)C(F)(F)F (stereo not drawn) | 0 | 1% | 2% | 2% | -5% | 6 | 8% | 4 | 4% | 7 |
| Cc1nn(Cc2ccccc2)c(Cl)c1/C=N/NC(=O)CNc1cccc(C(F)(F)F)c1 | -5 | 3% | 0% | -5% | 5% | -18 | -4% | 4 | 0% | -4 |
| COc1cc(O)c(C(CC(=O)N2CCCC(C)C2)c2ccc3c(c2)OCO3)c(OC)c1 (stereo not drawn) | / | ? | -3% | 1% | -2% | -3 | -29% | -16&-5 | 2% | ? |
| CS(=O)(=O)Nc1ccc(C(=O)N2CCCC2)cc1 | 8 | 5% | 3% | 2% | -3% | 15 | / | -1 | 1% | -23 |
| Cc1ccc(N(Cc2ccc([N+](=O)[O-])cc2)C(=O)c2ccco2)cc1 | 27 | -1% | -2% | 0% | -7% | 2 | -6% | 6 | -9% | 13 |
| C=CCOc1cccc(/C=N/NC(=O)CN2CCCCC2)c1 | 1 | 0% | 0% | -1% | 16% | -5 | 10% | 0 | -3% | -14 |
| CCc1nnc(NC(=O)CSc2ccc(Cl)cc2)s1 | -3 | -3% | 7% | -3% | 0% | -1 | 4% | 6 | 7% | -8 |
| CCc1ccc(NC(=O)C2CCN(S(=O)(=O)c3cccs3)CC2)cc1 | 25 | 9% | -2% | -4% | -2% | 1 | -1% | 1 | -2% | 11 |
| Cc1ccc(OCc2cc(C(=O)N3CCCCCCC3)no2)cc1C | -2 | -1% | 1% | 3% | 4% | -4 | 5% | / | 0% | -18 |
| COc1ccc(-c2cc(=O)c3cc(OC)c(OC)cc3[nH]2)cc1 | -18 | ? | / | 4% | 14% | -8 | 22% | 0 | -5% | -15 |
| CCOC(=O)C1(C)NC(c2ccco2)C2C(=O)N(C)C(=O)C21 (stereo not drawn) | -1 | 0% | -3% | 1% | -13% | -6 | 5%[11.5 µM] | -1 | -2% | 11 |
| Cc1cc2occ(CC(=O)N(C)CC(=O)Nc3c(C)cccc3C)c2cc1C | -10 | ? | / | 2% | / | 16 | -6% | / | 3% | -1 |
| Cc1cc(NC(=O)c2ccco2)ccc1NC(=O)Cc1cccs1 | 8 | 14% | 2% | -3% | 3% | 5 | / | 0 | 1%[46.1 µM] | 8 |
| Cc1ccc(/C=N/NC(=O)Cc2ccc(O)cc2)s1 | 5 | ? | -2% | -2% | 6% | 2 | 8% | 3 | 1% | 8 |
| Cc1nnc(SCc2ccccc2)nc1/C=C/NOCc1ccc(Cl)cc1Cl | 5 | 1% | 0% | -2% | 1% | -12 | 4% | -10 | 0% | 12 |
| CN(CC(=O)NCc1ccco1)C(=O)C1CC(=O)N(c2ccc3c(c2)OCCO3)C1 (stereo not drawn) | 14 | ? | / | 0% | / | 23 | -4% | / | 0% | 27 |
| COC(=O)/C=C1\N/C(=N/c2nc(C)c3cc(OC)ccc3n2)NC1=O | 10 | 1% | 5% | -2% | 42%[activator] | -9 | 3% | 8 | / | 9 |
| O=C(NCc1ccccn1)C(=O)Nc1cc2c3c(c1)CC(=O)N3CCC2 | -7 | -26% | / | -6% | / | -8 | -2% | / | -1% | 4 |
| Fc1ccc(Nc2c(-c3ccco3)nc3ccccn23)cc1 | 3 | 15% | -1% | 5% | -10% | 16 | 9% | -5 | 2%[46.1 µM] | 10 |
| COc1ccc(NCc2nn(CC(=O)c3ccc(Br)cc3)c3[n+]2CCCCC3)cc1 | 3 | -3% | -1% | 5% | 11% | 0 | -1% | -5 | / | 5 |
| Cc1cc(=O)[nH]c(NN=C(CC(C)C)CC(C)C)n1 | -6 | 1% | 0% | -2% | -5% | 4 | 2% | 1 | 2%[46.1 µM] | 4 |
| Cc1cc(C)cc(OCC(=O)OCCN2C(=O)c3ccccc3C2=O)c1 | -2 | -12% | 4% | 3% | -13% | -4 | / | 1 | -3% | -8 |

Source: PubChem
